Source: PubChem (several laboratories)
LAP4 TOR yeast: modulators of LAP4-GFP expression in yeast, primary screen, S. cerevisiae, multiplex flow cytometry, MLPCN library. 3 h; median GFP as percent of DMSO wells. GFP response vs DMSO, % at 10 µM. actives 0.34% (n = 320,000). AID 2023, 2009;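 active = GFP response vs DMSO above a set limit, about the screen mean plus 3 SD, cut at about 150% in these data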
Efflux pump inh: inhibitors of Candida efflux pumps in yeast, primary screen, S. cerevisiae, Nile Red, multiplex; S. cerevisiae Candida pump triplex; inhibition, % at 10 µM; actives 0.44% (n = 330,000);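 active = plate passing quality check with inhibition over a set limit, or well fluorescence over plate mean plus 4 SD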;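 also: Nile Red retained in pooled yeast measured as flow cytometry median fluorescence; 0% = buffer negative control and 100% = Enniatin B positive control; higher means more Nile Red kept so more efflux inhibition; some compounds called inactive have numbers as strong as hits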
CIT2-GFP yeast: modulators of CIT2-GFP expression in yeast, primary screen, S. cerevisiae, GFP fusion, multiplex flow cytometry, MLPCN library; S. cerevisiae CIT2-GFP strain, 3 h; 100 means same as DMSO wells; GFP response vs DMSO, % at 10 µM; actives 0.065% (n = 320,000); AID 2029, 2009;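 active = GFP response relative to DMSO above a set limit, near the screen mean plus 3 SD, cut at about 150% in these data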;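 also: ratio of well median GFP fluorescence to mean of DMSO wells on the plate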
MEP2 TOR yeast: modulators of MEP2-GFP levels in yeast, primary screen, S. cerevisiae, multiplex flow cytometry, MLPCN library. S. cerevisiae MEP2-GFP strain, 3 h; 100% = DMSO control level. GFP response vs DMSO, % at 10 µM. actives 0.51% (n = 330,000). AID 2016, 2009;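 active = GFP response versus DMSO above a set limit, roughly screen mean plus 3 SD, cut at about 180% in these data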;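 also: median GFP fluorescence of the barcode-gated MEP2-GFP cells per well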
RPL19A-GFP yeast: RPL19A-GFP expression modulators in yeast, primary screen, cell-based, S. cerevisiae, multiplex flow cytometry, MLPCN; S. cerevisiae RPL19A-GFP strain, 3 h; hits give low values; percent response vs DMSO, % at 10 µM; actives 0.3% (n = 330,000);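 active = percent response vs DMSO below 50%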;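 also: median channel GFP fluorescence of the barcoded RPL19A-GFP strain; ratio of sample median GFP to plate DMSO average so 100% = DMSO; lower means less RPL19A-GFP as with rapamycin TOR inhibition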
AGP1 TOR yeast: modulators of AGP1-GFP expression in yeast TOR pathway, primary screen, cell-based, multiplex flow cytometry, S. cerevisiae, MLPCN library | GFP response vs DMSO, % at 10 µM | 3 h; GFP as percent of DMSO wells | actives 0.02% (n = 320,000);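 active = GFP response relative to DMSO above a set limit, near screen average plus 3 SD, cut at about 150% in these data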;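 also: median GFP channel fluorescence of the gated AGP1 strain per well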
AHR act: AHR activators, primary screen, cell-based, luminescence, luciferase reporter, human. Aryl hydrocarbon receptor (Homo sapiens), P35869. AHR-responsive luciferase reporter cells. activation, % at 5 µM. actives 2.5% (n = 320,000); in the data active = activation above about 47%;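 also: 0% = vehicle wells and 100% = reference agonist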
Target sequence (P35869 whole entry, looked up): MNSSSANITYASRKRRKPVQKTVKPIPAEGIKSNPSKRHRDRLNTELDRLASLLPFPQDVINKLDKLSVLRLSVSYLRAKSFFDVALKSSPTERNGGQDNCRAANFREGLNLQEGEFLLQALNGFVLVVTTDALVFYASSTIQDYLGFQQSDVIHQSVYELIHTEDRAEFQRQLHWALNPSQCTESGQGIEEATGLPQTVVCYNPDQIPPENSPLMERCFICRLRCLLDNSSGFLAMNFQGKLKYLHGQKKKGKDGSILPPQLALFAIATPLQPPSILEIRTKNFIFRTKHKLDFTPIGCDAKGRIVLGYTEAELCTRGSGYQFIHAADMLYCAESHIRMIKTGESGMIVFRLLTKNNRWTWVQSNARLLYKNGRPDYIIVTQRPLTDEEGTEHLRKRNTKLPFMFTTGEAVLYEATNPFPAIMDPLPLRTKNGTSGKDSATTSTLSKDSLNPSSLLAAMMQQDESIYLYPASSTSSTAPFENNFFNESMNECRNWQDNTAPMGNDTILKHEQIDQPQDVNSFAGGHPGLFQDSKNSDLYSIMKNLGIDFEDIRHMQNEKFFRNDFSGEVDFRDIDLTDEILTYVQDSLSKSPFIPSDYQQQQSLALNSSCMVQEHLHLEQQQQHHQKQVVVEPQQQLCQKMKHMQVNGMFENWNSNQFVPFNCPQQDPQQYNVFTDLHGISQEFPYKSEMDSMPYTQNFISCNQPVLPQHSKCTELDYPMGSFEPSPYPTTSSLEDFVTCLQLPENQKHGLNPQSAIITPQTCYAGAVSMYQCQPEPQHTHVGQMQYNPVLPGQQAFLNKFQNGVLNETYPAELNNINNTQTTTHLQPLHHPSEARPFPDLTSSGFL
CR mimetic SO: reduction of superoxide in aged yeast, primary screen, HTS | S. cerevisiae aged cells, superoxide DHE fluorescence; hits give low values | superoxide response (% of plate mean), % at 10 µM | actives 0.18% (n = 330,000);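 active = superoxide response under a set limit, about three screen SD below normal, cut at about 65% in these data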;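 also: yeast aged for seven days with compound at 30 °C before DHE staining; 100% = average MFI of all compound-treated wells on the plate with controls excluded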
* = called active by the depositor; . = not tested or not shown.

SMILES	LAP4 TOR yeast	Efflux pump inh	CIT2-GFP yeast	MEP2 TOR yeast	RPL19A-GFP yeast	AGP1 TOR yeast	AHR act	CR mimetic SO
CCNC(=S)N(CCN(CC)CC)Cc1cc2cc3c(cc2[nH]c1=O)OCO3	97	-0.2	106	108	100	109	25	110
COC(=O)C1C(c2ccc(OC)cc2)C(C(=O)OC)S(=O)(=O)C(CCN2CCCCC2)S1(=O)=O (configuration not stated)	108	0.4	93	100	100	103	2	111
COCc1cc(Sc2ccc(OC)cc2)nc(-c2ccccc2)n1	96	-0.1	93	99	96	98	3	103
CN1C(=O)/C(=C2/C=CC=CN2C)OC1=S	122	-0.2	.	110	109	116	0	93
Cc1ccc(F)c(CNC(=O)C2CCC(=O)N(CCN3CCOCC3)C2)c1F (configuration not stated)	91	0.0	98	104	99	100	0	119
O=C(Nc1ccc(Cl)cc1)ON=C1CCCC1	130	-0.1	88	100	72	49	0	115
CN1CCN(C(=O)c2cc3cc(F)ccc3[nH]2)CC1	101	-0.1	100	111	107	101	.	101
COc1cc(Cl)c(C)cc1NC(=O)c1cc(S(=O)(=O)N(C)C)ccc1N1CCCC1	90	0.1	94	98	100	93	4	104
COc1ccc(S(=O)(=O)N2CCOCC2)cc1NC(=O)CCCOc1ccccc1	93	-0.2	117	106	101	106	1	99
CC(C)Oc1ccc(S(=O)(=O)N2CCCCC2)cc1NC(=O)C1=COCCO1	100	0.0	91	95	91	97	-1	105
C/C(=N\n1c(C)nc2ccccc2c1=O)c1ccc(N)cc1	110	-0.1	101	101	102	106	-1	111
O=C(/C=C/c1ccccc1)Nc1cccnc1	100	0.3	101	107	104	99	44	99
CCCC(=O)Nc1cccc(NC(=O)c2cccc([N+](=O)[O-])c2C)c1	87	-0.1	96	88	98	92	25	94
Cc1cccc(NC(=O)Cn2nnc(C(=O)Nc3ccc(F)c(Cl)c3)c2N)c1	98	0.2	105	103	99	104	32	102
CC(=O)N1c2ccc(S(=O)(=O)NCCC(=O)NCCc3cccc(C)c3)cc2CC1C (configuration not stated)	104	0.0	112	106	101	104	2	78
CC(C)=CC(=O)Nc1ccc(Br)cc1	119	0.1	95	103	103	99	1	92
CCN(CC)CCOc1c(C)cccc1Cl	82	0.0	81	85	78	75	0	99
COc1ccc(Oc2nccc(-c3ccccc3)c2C#N)cc1	109	0.2	103	112	98	.	-2	111
COc1ccc(C(=O)NNC(=O)c2ccncc2)cc1[N+](=O)[O-]	98	-0.1	119	114	102	101	0	101
C[C@@H](C(=O)OCn1nnc2ccccc2c1=O)N1C(=O)C2CCCCC2C1=O (some centres not stated)	96	0.1	84	95	94	91	0	91

Entries of single compounds, looked up by structure. Screens in order: LAP4 TOR yeast | Efflux pump inh | CIT2-GFP yeast | MEP2 TOR yeast | RPL19A-GFP yeast | AGP1 TOR yeast | AHR act | CR mimetic SO
COc1ccc(Oc2nccc(-c3ccccc3)c2C#N)cc1 across the screens: 109 | 0.2 | 103 | 112 | 98 | . | -2 | 111
C/C(=N\n1c(C)nc2ccccc2c1=O)c1ccc(N)cc1 across the screens: 110 | -0.1 | 101 | 101 | 102 | 106 | -1 | 111
O=C(/C=C/c1ccccc1)Nc1cccnc1 across the screens: 100 | 0.3 | 101 | 107 | 104 | 99 | 44 | 99

Next part.
SMILES	LAP4 TOR yeast	Efflux pump inh	CIT2-GFP yeast	MEP2 TOR yeast	RPL19A-GFP yeast	AGP1 TOR yeast	AHR act	CR mimetic SO
O=C(O)CCc1ccc(NCc2cccc(Oc3ccccc3)c2)cc1	124	-0.1	72	90	102	83	-2	91
Cc1cc(NC(=O)CN2CCCCCCC2)no1	96	0.0	98	100	95	99	-3	93
CCOc1ccc(C(=O)NCc2cccnc2)cc1[N+](=O)[O-]	99	0.0	102	105	105	102	8	96
COc1ccc(/C=N/N=C2/NC(=O)C(c3ccccc3)(c3ccccc3)S2)cc1	106	0.0	110	111	105	107	-2	121
O=C(CN1CCC(n2nnc3cc(F)ccc32)CC1)N1CCCc2ccccc21	100	0.1	95	94	100	98	5	148
Cc1ccc(N=Nc2c(O)[nH]c3ccc(F)cc23)cc1	99	0.3	99	116	104	100	114*	107
CCS(=O)(=O)Nc1ccc(-c2cc(-c3ccccc3)c3cc(C)ccc3n2)cc1	114	-0.2	92	87	90	73	0	108
C/C(=N\NC(=O)C(N)=O)c1cccc([N+](=O)[O-])c1	104	0.2	94	99	98	102	4	105
CC(C)Cn1c(CN(Cc2ccccc2)Cc2ccccc2)nc2c1c(=O)n(C)c(=O)n2C	101	-0.1	96	103	99	100	2	117
O=C(Cc1cccs1)Nc1ccc(S(=O)(=O)N2CCCC2)cc1	113	-0.1	96	98	102	103	4	79
COC(=O)c1cc(C)sc1NC(=O)CCc1ccccc1	90	-0.1	102	101	104	102	0	102
Cn1c(CNC(=O)CCNC(=O)c2cccc(Cl)c2)cc(=O)n(C)c1=O	109	0.0	113	121	99	110	1	100
CCCN(CCC)CCCOC(=O)c1ccc(Cl)cc1Cl	113	0.1	104	101	101	111	1	99
O=C(NCCn1ccc2ccccc21)C1CCCCC1	100	-0.2	106	96	99	99	9	83
CC[C@]12c3[nH]c4ccccc4c3CCN1C(=O)C(CC(=O)NCCN1CCOCC1)C[C@@H]2C(=O)N1CCN(C(=O)C2CC2)CC1 (some centres not stated)	100	-0.4	107	103	104	101	-1	91
Cc1ccc(NC(=O)Nc2nc(-c3ccc(C)s3)cs2)cc1	105	0.1	92	106	105	101	2	110
CCOC(=O)c1c(C)[nH]c(C(=O)Cn2nnc(-c3ccc(Cl)cc3)n2)c1C	96	-0.1	103	102	100	100	1	90
CCN(Cc1ccccc1)S(=O)(=O)c1ccc(C(=O)N(CCCN(C)C)c2nc3c(F)cccc3s2)cc1	106	-0.1	95	92	92	102	0	90
CNC(=O)NNC(=O)c1csc(-c2ccc(C(F)(F)F)cc2Cl)n1	107	0.4	89	104	98	91	8	93
COc1cc(C(=O)NNC(=O)c2cc(C)[nH]n2)cc(OC)c1OC	99	-0.2	106	96	93	96	-1	124
O=C(O)CC1(CC(=O)NCc2ccc(C(F)(F)F)cc2)CCCCC1	.	0.2	.	94	99	.	0	113
CCOC(=O)Cc1csc(NC(=O)c2cccc(N3C(=O)CCC3=O)c2)n1	98	0.2	90	100	93	91	4	104
O=C(COc1ccc(F)cc1Br)NCCCN1CCCC1=O	127	-0.1	96	104	110	113	1	100
Cc1cc(Cl)ccc1OCC(=O)OCC(=O)N1CCC(C(N)=O)CC1	99	0.0	99	101	102	100	0	85
CCOc1cc(/C=C2/C(=N)N3N=C(CC)SC3=NC2=O)ccc1OC(=O)c1ccco1	78	-0.3	103	101	104	92	-3	116
CCOC(=O)c1cn2cccnc2n1	103	-0.1	98	103	96	100	4	102
CS(=O)(=O)N1CCC(C(=O)N2CCN(c3ccccc3)CC2)CC1	96	0.0	.	97	95	98	-4	101
COc1cc(NC(=O)C(=O)NCCN2CCNCC2)c(OC)cc1Cl	104	-0.2	94	97	94	99	3	98
Cc1nc(-c2ccccc2)sc1C(=O)CSc1ccc(F)cc1	99	0.5	86	94	92	88	0	90
COC(=O)[C@@H]1C2CCC(C(=O)Nc3ccccc3)(CC2)[C@@H]1C(=O)OC	86	-0.1	102	98	92	95	-1	97
Cc1oc(S(=O)(=O)N2CCCCC2)cc1NC(=O)Nc1ccccc1	115	-0.1	108	101	101	111	1	78
Cn1c(CNC(=O)CNC(=O)c2ccccc2F)cc(=O)n(C)c1=O	86	-0.1	107	99	94	93	2	90
CSc1nsc(NC(=O)Cc2ccccc2)n1	108	0.0	98	100	99	100	5	102
O=C(NCc1ccccc1)c1ccc(Cl)c(NC2=NC3CS(=O)(=O)CC3S2)c1 (configuration not stated)	94	0.0	89	99	99	98	2	103
Nc1ccncc1N	99	-0.1	78	89	96	82	1	108
CN1CCCN(C(=O)c2ccc(Cl)c(S(=O)(=O)N(C)c3ccccc3)c2)CC1	99	0.0	98	100	100	101	0	95
CCOC(=O)C1=C(COC(=O)CCc2ccc(F)cc2)NC(=O)NC1C (configuration not stated)	103	0.0	102	103	100	99	1	98
O=C(NN1C(=O)C2CCCCC2C1=O)c1ccco1 (configuration not stated)	109	-0.1	104	97	94	107	2	87
C[N+]1(CCOC(=O)C2(c3ccccc3)CCCC2)CCCCC1	98	-0.1	100	104	99	103	-1	104
Cn1c(SCc2cccnc2)nnc1-c1c[nH]c2ccccc12	113	-0.2	99	107	99	101	19	70
CCN(CC(=O)Nc1ccc(NC(C)=O)cc1)C(=O)c1cc2c(s1)CCCC2	107	0.1	97	102	103	106	-1	93
CCn1nnnc1Oc1ccc(Cl)cc1	104	0.1	107	107	107	113	-1	95
CC(NS(=O)(=O)c1ccc(OCC(=O)N2CCOCC2)cc1)c1ccccc1 (configuration not stated)	103	0.2	101	107	101	96	3	97
Cc1ccc(S(=O)(=O)NC(CC(C)C)C(=O)NCC(C)(C)N2CCOCC2)cc1 (configuration not stated)	97	0.0	95	110	93	97	-2	96
CCOc1ccc(NC(=O)CN(C)C(=O)c2cc(-c3ccc(OC)cc3)nc3ccccc23)cc1OCC	94	0.0	85	91	93	103	5	100
COc1ccc(N2Cc3ccc(C(=O)N/N=C\c4ccc(O)cc4O)cc3C2)cc1	95	0.4	111	110	107	97	14	82
COc1ccc(S(=O)(=O)Nc2ccc(S(=O)(=O)N3CCOCC3)cc2)cc1	91	0.1	.	103	99	97	1	102
Cc1csc(SCC(=O)NC23CC4CC(CC(C4)C2)C3)n1	99	-0.1	102	101	97	105	2	94
O=C(CCc1nnc2ccc(N3CCCCC3)nn12)NCC1CCN(Cc2ccc(F)cc2)CC1	86	0.1	98	96	96	90	-1	83
Cc1csc(NC(=O)C(NS(=O)(=O)c2ccc(Br)s2)c2ccccc2)n1 (configuration not stated)	97	0.0	100	96	97	100	0	89
(listing goes on)
SMILES	LAP4 TOR yeast	Efflux pump inh	CIT2-GFP yeast	MEP2 TOR yeast	RPL19A-GFP yeast	AGP1 TOR yeast	AHR act	CR mimetic SO
CC(=O)N1CCN(C(=O)c2cccc(S(=O)(=O)NCc3ccccc3)c2)CC1	96	0.2	92	89	94	96	1	134
Cc1cc(N2CCOCC2)nc2ccc(NC(=S)NCCN(C)C)cc12	93	0.3	97	103	102	95	14	85
COc1cc2oc(=O)c3c(c2cc1OCC(=O)c1c(C)n(C)c2ccccc12)CCCC3	99	1.5	109	106	106	97	-1	105
O=C1CC(c2c(F)cccc2Cl)C2=C(COC2=O)N1 (configuration not stated)	97	-0.1	101	100	100	107	0	101
COc1cccc(OCC(=O)NNC(=O)CCc2ccccc2)c1	93	0.0	90	100	92	96	2	94
CCOC(=O)C1(Cc2ccc(OC)cc2)CCN(C(=O)CCc2cccnc2)CC1	94	0.1	99	101	101	101	1	118
COc1ccc(Cc2nc3ccc(C(=O)N4CCC(N(C)C)C4)cc3o2)cc1 (configuration not stated)	103	-0.5	108	104	102	105	3	108
COc1ccc(C(C(=O)NCc2ccccc2)N(Cc2ccco2)C(=O)c2snc(C(N)=O)c2N)cc1OC (configuration not stated)	90	-0.1	97	100	104	102	0	89
CC1CN(C(=O)COC(=O)c2ccc(C#N)cc2)CC(C)O1 (configuration not stated)	101	0.1	109	99	103	111	-1	112
Cc1cc(Br)c2[nH]cc(CCNC(=O)c3ccco3)c2c1	96	0.6	92	99	98	91	27	88
Cc1cc(S(=O)(=O)NCCN(C)C)c(C)s1	87	0.0	89	97	100	103	-1	86

Among those listed so far, two contain a CF3 group.
SMILES	LAP4 TOR yeast	Efflux pump inh	CIT2-GFP yeast	MEP2 TOR yeast	RPL19A-GFP yeast	AGP1 TOR yeast	AHR act	CR mimetic SO
CNC(=O)NNC(=O)c1csc(-c2ccc(C(F)(F)F)cc2Cl)n1	107	0.4	89	104	98	91	8	93
O=C(O)CC1(CC(=O)NCc2ccc(C(F)(F)F)cc2)CCCCC1	.	0.2	.	94	99	.	0	113
